Assay outcomes deposited in PubChem BioAssay by National Center for Advancing Translational Sciences (NCATS).
HCMV inh = human cytomegalovirus inhibition; HFF cells, HCMV-luciferase reporter, 72 h; hits give low values; AID 1259415; activity change, negative = inhibition, % at 57.5 µM; 410,000 tested, 4.5% active; in the data active = activity change below about -60%; inconclusive = no clear call, values can overlap the other calls; inactive = above about -39%
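Screen run at 2 compound doses on HFFs infected with reporter HCMV, MOI 1 PFU/cell. Luciferase activity from cell lysates at 72 h post infection gave inhibition relative to buffer-only and Salinomycin wells.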
AmpC no deterg = inhibitors of E. coli AmpC beta-lactamase without detergent; P00811; AmpC nitrocefin hydrolysis, absorbance 480 nm, 0.0001% Triton; Potency, µM (highest dose often 57.1 µM), without a hit: top-dose activity change, negative = inhibition, actives largely listed as inhibitors; 330,000 tested, 0.52% active; AID 485341;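 note: potency is the fitted concentration of half-maximal effect; plate controls were no compound for no effect and no enzyme for full effect; nearly all actives have a fitted effect of over 20% in size; some results filed as inactive show a strong effect at the top dose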
Target sequence (P00811 whole entry, looked up): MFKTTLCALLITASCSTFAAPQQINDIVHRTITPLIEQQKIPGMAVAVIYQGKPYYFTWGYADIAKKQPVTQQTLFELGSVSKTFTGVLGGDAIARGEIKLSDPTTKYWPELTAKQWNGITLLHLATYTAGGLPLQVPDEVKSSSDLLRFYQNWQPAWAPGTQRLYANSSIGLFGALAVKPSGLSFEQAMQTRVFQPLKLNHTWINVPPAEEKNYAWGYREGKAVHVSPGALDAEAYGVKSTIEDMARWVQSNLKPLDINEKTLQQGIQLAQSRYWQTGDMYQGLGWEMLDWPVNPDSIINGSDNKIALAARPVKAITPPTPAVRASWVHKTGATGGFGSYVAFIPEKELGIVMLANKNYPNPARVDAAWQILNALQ
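20 mM phosphate pH 7.0 + 0.01% (detergent screen) or 0.0001% Triton X-100; 5.3 nM AmpC reagent; cpd preinc 15 min RT; nitrocefin (800 uM stock) to start; A480 q20 s × 4 min; Activity was normalised to no-enzyme and no-compound control wells.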
LmPK inh = blocks Leishmania mexicana pyruvate kinase activity | Potency, µM (top dose mostly 57.5 µM), for inactives: at the top dose activity change, negative = inhibition, usual class: inhibitors | AID 1721 | purified LmPK, Kinase-Glo ATP luminescence, 1 h | 290,000 tested, 0.37% active; note: potency is the fitted concentration of half-maximal effect
Target sequence (Q27686 whole entry, looked up): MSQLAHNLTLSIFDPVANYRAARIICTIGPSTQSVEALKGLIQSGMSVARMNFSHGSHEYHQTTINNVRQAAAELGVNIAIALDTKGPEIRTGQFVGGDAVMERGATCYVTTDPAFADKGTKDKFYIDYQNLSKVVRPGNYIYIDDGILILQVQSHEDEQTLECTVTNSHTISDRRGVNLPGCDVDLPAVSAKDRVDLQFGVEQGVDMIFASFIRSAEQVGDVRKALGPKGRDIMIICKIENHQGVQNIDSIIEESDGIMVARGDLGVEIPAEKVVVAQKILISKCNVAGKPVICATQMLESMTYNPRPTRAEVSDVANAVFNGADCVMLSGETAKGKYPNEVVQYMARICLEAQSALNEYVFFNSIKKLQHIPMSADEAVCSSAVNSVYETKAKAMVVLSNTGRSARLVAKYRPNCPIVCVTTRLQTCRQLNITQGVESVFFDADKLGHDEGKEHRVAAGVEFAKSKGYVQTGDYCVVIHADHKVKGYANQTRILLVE
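Pyruvate kinase activity monitored as ATP production (luciferase luminescence). Conditions: 0.1 nM enzyme, 0.5 mM PEP, 0.1 mM ADP, 1 h, RT; normalized against uninhibited and no-enzyme wells.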
Sm TGR block = blocks Schistosoma mansoni thioredoxin glutathione reductase; Q962Y6; 360,000 tested, 3% active; AID 485364; purified TGR, DTNB reduction, TNB absorbance 405 nm; Potency, µM (titrated, usually from 114 µM), for inactives: top-dose activity change, negative = inhibition, usual class: inhibitors; note: potency is the fitted concentration of half-maximal effect; nearly all actives have a fitted effect of over 60% in size
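TGR 20 nM + NADPH 100 uM (dispensed conc.), cpd preinc 15 min RT; start with NADPH (500 uM addition) then DTNB (15 mM addition). Kinetic TNB absorbance, 405 nm filter. Four-parameter Hill fit across titration.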
Tb PYK inh = blocks Trypanosoma brucei pyruvate kinase; Q57TT1; TbPYK enzyme, Kinase-Glo Plus ATP luminescence, 45 min; Potency, µM (doses to about 76.8 µM), for inactives: top-dose activity, negative = inhibition, actives largely listed as inhibitors; 410,000 tested, 0.12% active; AID 624173; note: potency is the fitted concentration of half-maximal effect; nearly all actives have a fitted effect of over 50% in size
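Screened from lowest to highest concentration, compounds were pinned into TbPYK/substrate mixtures, and ADP (130 uM final) was added. Plates sat at room temperature for 45 min prior to Kinase-Glo Plus detection by luminescence.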
AMA1-RON2 inh = AMA1-RON2 (P. falciparum) interaction inhibition; AlphaScreen AMA1-biotinylated RON2 peptide binding; Potency, µM (titrated, usually from 58.2 µM), without a hit: top-dose activity change, negative = inhibition, usual class: inhibitors; 360,000 tested, 0.2% active;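 note: potency is the fitted concentration of half-maximal effect; 0% = vehicle wells and -100% = peptide control; nearly all actives have a fitted effect of over 45% in size; some results filed as inactive show a strong effect at the top dose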
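AMA1 (3D7) with his tag at 25 nM final met compounds first, then biotinylated RON2 peptide at 25 nM; detection used donor plus acceptor beads, 10 µg/mL apiece, read by AlphaScreen after 30 min at room temperature.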
AmpC inh detg = blocks E. coli AmpC beta-lactamase in detergent assay; AID 485294; AmpC hydrolysis of nitrocefin, absorbance 480 nm, 0.01% Triton; P00811; 370,000 tested, 0.041% active; Potency, µM (series often up to 114 µM), inactives show top-dose activity change, negative = inhibition, hits mostly inhibitors;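 note: potency is the fitted concentration of half-maximal effect; 0% = no-compound wells and -100% = no-enzyme wells; nearly all actives have a fitted effect of over 25% in size; some results filed as inactive show a strong effect at the top dose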
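20 mM phosphate pH 7.0 + 0.01% (detergent screen) or 0.0001% Triton X-100; 5.3 nM AmpC reagent; cpd preinc 15 min RT; nitrocefin (800 uM stock) to start; A480 q20 s × 4 min; Activity was normalised to no-enzyme and no-compound control wells.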
Starred values were filed as active, the others as inactive; ? = inconclusive; / = not tested or not shown; [ ] = remark or other dose. Unless noted, calls come from the whole dose curve; as a rule, active = well fitted curve in the direction sought with a large enough effect; inconclusive = small, poorly fitted or top-dose-only effect, or another doubt; inactive = no such curve, though single readings can be large; an effect the other way counts as inactive or inconclusive. Unless noted, % is set by controls: 0 for no effect and ±100 for the full control effect.

SMILES	HCMV inh	AmpC no deterg	LmPK inh	Sm TGR block	Tb PYK inh	AMA1-RON2 inh	AmpC inh detg
CCOC(=O)Cn1c(=O)n(-c2ccccc2OC)c2nc(-c3ccc(C(C)C)cc3)nc(C(N)=O)c21	6	/	/	2%	0%	/	-4%
Cc1cnn(-c2cc(N/N=C/c3ccccc3F)ncn2)c1	2	-15%	0%	-8%	-7%	-4%	?
CCOC(=O)C(NC(C)=O)(Nc1ccc(S(=O)(=O)Nc2onc(C)c2C)cc1)C(F)(F)F (stereo not drawn)	8	-26%	7%	3%	-7%	16%	4%
O=C(O)c1ccc(NC(=O)C2(c3ccccc3)CCCC2)cc1	?	-2%	1%	-2%	-17%	-25%	1%
COc1ccc(NC(=O)Cn2c(=O)oc3cc(S(=O)(=O)NC(C)C)ccc32)cc1OC	0	/	/	7%	6%[15.4 µM]	/	4%
CCOc1ccc(CCNC(=O)C2CCN(S(=O)(=O)N3CCCCC3)CC2)cc1OCC	40	103%[activator]	1%	8%	-5%	13%	-1%
COc1ccc(/C=C2/SC(=O)N(CCCCCC(=O)Nc3ccccc3C(=O)O)C2=S)cc1	-21	-29%	2%	-2%	5%	-22%	6%
CCCOc1ccc(C(=O)Nc2c[nH]c(=O)[nH]c2=O)cc1	3	-3%	-24%	4%	0%	13%	-8%
CCN(CC(=O)Nc1ccc2c(c1)OCCO2)C(=O)C1CC(=O)N(c2ccc(OC)cc2OC)C1 (stereo not drawn)	-25	-1%	/	-3%	-5%	49%[activator]	6%
Cc1ccc(C)n1-c1ccc(C(=O)NN=C2CCCC2)cc1	-18	-36%	0%	?	-14%	120%[activator]	2%
COc1cc(NC(=O)Cc2ccccc2OC)cc(OC)c1	34	2%	2%	6%	-2%	7%	8%
OC(c1ccc(CN2CCCCC2)cc1)c1ncc(-c2ccccc2F)[nH]1 (stereo not drawn)	2	/	/	/	-5%	-11%	/
O=C(CN1c2cccc3cccc(c23)S1(=O)=O)NCCc1ccc(F)cc1	?	-29%	/	/	3%	4%	/
O=C(NCc1ccc2c(c1)OCO2)C1CCN(c2nccc(C(F)(F)F)n2)CC1	-16	-11%	3%	-4%	-2%	2%	6%
Cc1ccc(Cn2cnc3c(cnn3C(C)(C)C)c2=O)cc1	?	-16%	-1%	0%	0%	1%	-6%
CCCCn1c(N)c(N(Cc2ccccc2OC)C(=O)COc2ccc(C)cc2)c(=O)[nH]c1=O	-13	-26%	/	-9%	1%	19%	-2%
COCc1cccc(NC(=O)Cc2cccc3ccccc23)c1	-1	-20%	2%	3%	1%	4%	8%
CCn1c(C)nc2cc(C(=O)N=Nc3c(O)[nH]c4ccccc34)ccc21	/	-20%	-2%	1%	/	/	?
O=C(CNS(=O)(=O)c1ccc(Br)s1)NCc1ccc2c(c1)OCO2	59	-25%	6%	0%	-2%	0%	-8%
CCn1c(CNC(=O)c2ccc(OC)cc2)nnc1SCC(=O)Nc1cccc(C)c1	20	/	/	-8%	9%	/	?
COc1cc2nc(C3CCC3)n(NC(=O)C3CCC3)c(=O)c2cc1OC	35	-1%	-7%	7%	0%	0%	?
CCOC(=O)CNC(=S)N(Cc1cccs1)C1CCCC1	15	-22%	-2%	-21%	-1%	0%	-5%
CCc1nc(SCC(=O)c2cccc([N+](=O)[O-])c2)n[nH]1	?	-34%	-1%	-18%	-28%	21%	2%
Cc1cc(C)c(C#N)c(Oc2ccc(O)cc2)n1	-7	0%	1%	-1%	-6%	10%	?

Record cards (already shown). Values in the order: HCMV inh, AmpC no deterg, LmPK inh, Sm TGR block, Tb PYK inh, AMA1-RON2 inh, AmpC inh detg
`CCn1c(C)nc2cc(C(=O)N=Nc3c(O)[nH]c4ccccc34)ccc21` in the list: /, -20%, -2%, 1%, /, /, ?
`COCc1cccc(NC(=O)Cc2cccc3ccccc23)c1` in the list: -1, -20%, 2%, 3%, 1%, 4%, 8%

An excerpt of these results, in CSV form:
compound,HCMV inh,AmpC no deterg,LmPK inh,Sm TGR block,Tb PYK inh,AMA1-RON2 inh,AmpC inh detg
CCOC(=O)CNC(=S)N(Cc1cccs1)C1CCCC1,15,-22%,-2%,-21%,-1%,0%,-5%
Cc1ccc(Cn2cnc3c(cnn3C(C)(C)C)c2=O)cc1,?,-16%,-1%,0%,0%,1%,-6%
Cc1cc(C)c(C#N)c(Oc2ccc(O)cc2)n1,-7,0%,1%,-1%,-6%,10%,?
COCc1cccc(NC(=O)Cc2cccc3ccccc23)c1,-1,-20%,2%,3%,1%,4%,8%

New compounds follow.
SMILES	HCMV inh	AmpC no deterg	LmPK inh	Sm TGR block	Tb PYK inh	AMA1-RON2 inh	AmpC inh detg
CCOC(=O)c1c(NC(=O)CSc2cn(CCNC(=O)c3ccccc3F)c3ccccc23)sc2c1CCCC2	-5	/	/	-1%	-8%	/	1%
CC1=CC(C)(C)N(C(=O)CSc2nnc(-c3ccccc3)o2)c2ccc(C)cc21	?	/	3%	1%	-1%	1%	2%
COc1cc(NC(=O)c2c(-c3ccccc3Cl)noc2C)c2ncccc2c1	-23	/	/	/	2%	2%	/
COc1cc(/C=N/NC(=O)Cc2ccccc2)cc(OC)c1OC	20	-12%	-1%	-16%	7%	6%	-6%
CC(=O)Nc1cc2c(cc1Cl)Cc1cc(Cl)ccc1-2	37	/	/	/	-2%	7%	/
CCOc1ccc(NC(=O)CN(C)S(=O)(=O)c2cccs2)cc1	52	-19%	2%	3%	-7%	-1%	3%
CC(C)(C)CN1CCNC(=O)C1CC(=O)NCCc1ccccc1F (stereo not drawn)	-5	37%	10%	50µM*	-4%	-6%	-4%
CC(=O)NCc1nc2ccccc2n1Cc1ccccc1C	-15	0%	1%	0%	-1%	6%	?
O=C(Nc1ccccc1)Oc1ccccc1	8	-8%	-3%	6%	4%	39%[activator]	-7%
CCOC(=O)N1CCOCCOCCN(C(=O)OCC)CCOCC1	-11	-5%	-7%	5%	0%	5%	-3%
O=c1c2c(nc3c(-c4cccc(Br)c4)c[nH]n13)CCCC2	-102*	-10%	10%	-10%	0%	64%[activator]	1%
Cc1ccc(Nc2c(-c3ccsc3)nc3cccc(C)n23)cc1	23	/	/	9%	-14%	/	23%
CCNC(=O)C1(C)CCCN(Cc2ccc(Oc3ccccc3)cc2)C1 (stereo not drawn)	-9	/	/	/	-8%	-4%	/
O=C(/C=C/c1ccc(Cl)cc1Cl)N1CCc2ccccc21	98	-20%	-18%	1%	-5%	-17%	-10%
Cc1cc(C(=O)O)ccc1[N+](=O)[O-]	-3	-8%	/	?	-14%	19%	-2%
COc1ccc(C(=O)C[n+]2ccc3c(c2)nnn3-c2ccccc2)cc1	-26	-27%	-1%	3%	-9%	-4%	6%
O=C1[C@H](Cc2ccccc2)NCCCC[C@@H](c2ccc(Cl)cc2)N1Cc1ccc(Cl)cc1	9	/	/	/	-1%	13%	/
COc1cc(O)ccc1/C=N/NC(=O)c1ccc([N+](=O)[O-])cc1	-16	-21%	1%	12%	-4%	74%[activator]	0%
CCC(=O)c1c[nH]c(C(=O)NCc2cccc(C(F)(F)F)c2)c1	32	-10%	1%	1%	-11%	27%	-5%
CC(=O)N1CCC(C(=O)OCc2ccccc2F)(c2ccccc2)CC1	-10	131%[activator]	-3%	8%	0%	-3%	2%
COc1ccc(C2CC(c3cccs3)=NN2C(=O)CCl)cc1OC (stereo not drawn)	-97*	28%	4%	4.5µM*	1%	2%	?
COC(=O)CCC[C@H]1CC2(C[C@H](CCCO[Si](C)(C)C(C)(C)C)N1C(=O)OC(C)(C)C)OCCO2	-10	14%	/	4%	1%	16%	5%
O=C(NCCC1=CCCCC1)c1ccc(Cl)c(S(=O)(=O)Nc2ccccc2)c1	?	-31%	-1%	9%	-5%	12%	-10%
COc1cc(/C=N/n2cnnc2-n2nc(C)cc2C)cc([N+](=O)[O-])c1O	26	-7%	0%	-6%	2%	-4%	9%
O=C(NCC1CCCCC1)c1csc([C@@H]2O[C@H](CO)[C@H](O)[C@H](O)[C@H]2O)n1	-28	/	/	/	2%	0%	/
Cc1ccc(Nc2nnc(SCC(=O)NCc3ccco3)s2)cc1	-8	-42%	1%	-27%	-3%	-10%	8%
O=c1cc(CN2CC(O)Cc3ccc4ccccc4c32)nc2sccn12 (stereo not drawn)	-9	132%[activator]	3%	3%	0%	-5%	-1%
COC(=O)c1ccc(NC(=O)CN2C(=O)CC(c3ccccc3)Sc3ccccc32)cc1 (stereo not drawn)	-8	/	/	0%	1%	/	2%
COc1ccc(NC2CCCN(C(=O)COc3ccc(Cl)cc3C)C2)cc1OC (stereo not drawn)	7	120%[activator]	0%	?	-29%	-27%	3%
CCOC(=O)c1sc(Nc2ccc(OCC)cc2)nc1C	?	-16%	5%	0%	-5%	-1%	0%
COc1cccc(C(=O)Nc2ccccc2C(=O)NCC2CCCO2)c1 (stereo not drawn)	-4	-1%	2%	-35%	-3%	9%	1%
CCNC(=O)C1(C)CCN(C(=O)c2ccc3c(c2)CCO3)C1 (stereo not drawn)	?	/	/	/	5%	6%	/
O=C(CN1C(=O)S/C(=C\c2ccc(Cl)cc2)C1=O)NC1C=CS(=O)(=O)C1 (stereo not drawn)	?	-4%	-3%	-23%	-30%	31%[activator]	-10%
COc1ccc(N(Cc2cc(=O)[nH]c3ccccc23)C(=O)CCl)cc1	-101*	-4%	4%	7.9µM*	3%	-1%	-15%
COCCCNC(=O)c1cn(C)c(=O)c2c1c1ccccc1n2C	-31	-10%	6%	-6%	6%	1%	?
COc1ccc(Cl)cc1S(=O)(=O)NC(C)C(=O)NCc1ccccn1 (stereo not drawn)	?	-1%	0%	-2%	2%	68%[activator]	-13%
O=C(COC(=O)C1CCC(=O)N1)Nc1cccc([N+](=O)[O-])c1 (stereo not drawn)	-20	3%	/	/	5%	0%	/
C=C(CCO)C1=CCN(S(=O)C(C)(C)C)[C@H]1CCO (stereo partly drawn)	-15	/	/	/	2%	14%	/
CCOc1ccc2nc(N3CCCC(C(=O)Nc4cc(Cl)c(OC)cc4OC)C3)sc2c1 (stereo not drawn)	30	/	/	-15%	2%	/	-3%
CCC(CO)Oc1cc(NCc2ccc(F)cc2)c2ncn(C(C)C)c2c1 (stereo not drawn)	-31	61%[activator]	/	/	-11%	-13%	/
O=C(Nc1cc2c3c(c1)CC(=O)N3CCC2)c1ccco1	-11	8%	/	-4%	0%	-3%	4%
